Screening data from PubChem.
Mtb RmlCD inh – M. tuberculosis RmlC/RmlD coupled enzyme inhibitors, primary screen, biochemical, compound mixtures, 384-well, from 1536-well plates | 0.03% of 160,000 active | inhibition, % at 3.6 µM | RmlC+RmlD coupled enzyme assay, percent inhibition; primary screen in compound mixtures | AID 1533, 2009 | dTDP-4-dehydrorhamnose reductase (Mycobacterium tuberculosis (strain ATCC 25618 / H37Rv)) …; in the data active means inhibition mostly above about 34%, no sharp cut-off; further: some results filed as inactive read as strong as hits
Target sequence (P9WH09 whole entry, looked up): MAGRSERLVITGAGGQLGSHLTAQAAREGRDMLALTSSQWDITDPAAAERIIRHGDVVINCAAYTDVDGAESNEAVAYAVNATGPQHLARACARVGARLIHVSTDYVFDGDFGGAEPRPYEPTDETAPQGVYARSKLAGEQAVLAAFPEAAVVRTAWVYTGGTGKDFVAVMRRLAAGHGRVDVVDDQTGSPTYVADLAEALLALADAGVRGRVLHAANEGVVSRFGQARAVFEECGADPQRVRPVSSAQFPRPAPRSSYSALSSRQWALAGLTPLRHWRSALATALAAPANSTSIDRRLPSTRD
Target sequence (P9WH11 whole entry, looked up): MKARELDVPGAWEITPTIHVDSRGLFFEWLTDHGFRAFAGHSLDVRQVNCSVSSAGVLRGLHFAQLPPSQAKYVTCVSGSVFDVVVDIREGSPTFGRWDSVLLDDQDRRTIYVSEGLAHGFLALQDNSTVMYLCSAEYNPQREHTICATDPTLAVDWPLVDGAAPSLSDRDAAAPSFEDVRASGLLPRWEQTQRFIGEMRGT
M. tuberculosis GlmU – inhibition of mycobacterial GlmU enzyme – biochemical, glucosamine-1-phosphate acetyltransferase (AID 1376). Bifunctional protein GlmU (Mycobacterium tuberculosis (strain ATCC 25618 / H37Rv)). M. tuberculosis GlmU acetyltransferase enzyme assay; higher % means a stronger effect. inhibition, %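 (tested at 30 µM in the primary screen)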; hits with a dose series show IC50 in µM. 0.25% of 220,000 active; in the data active means inhibition above about 13%;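 further: 0% = complete reaction with vehicle and 100% = reaction without substrate; strong numbers were not always called active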
Starred values were filed as active, the others as inactive; · = not tested or not shown.

Value order – Mtb RmlCD inh | M. tuberculosis GlmU
> O=C(CNc1cc(S(=O)(=O)N2CCCC2)ccc1OCC(F)(F)F)Nc1cccc(C(F)(F)F)c1
 : 3 | -2.2%
> c1ccc(N2CCN(c3nc4ccccc4n4nnnc34)CC2)cc1
 : · | -1.4%
> CNc1nc(-c2ccccc2)nnc1C(F)(F)F
 : 36 | 3.6%
> Cc1cc(Nc2nc3c(c(=O)n(C)c(=O)n3C)n2C)n(-c2ccc(Cl)cc2)n1
 : -3 | -3.4%
> Cc1ccc(S(=O)(=O)c2nnn3c2nc(N2CCCCC2)c2ccccc23)cc1
 : -8 | 2.7%
> CCOC(=O)CNc1c(-c2ccc(F)cc2)nc2cnccn12
 : 51* | 1.7%
> Cc1ccc([N+](=O)[O-])cc1S(=O)(=O)N(C(=O)c1ccncc1)c1ccc2oc3c(c2c1)CCCC3
 : -12 | -0.3%
> CCCOc1ccc(Br)cc1CSC(=N)N
 : 14 | -4.7%
> CCOC(=O)Cc1csc(NC(=S)NC(=O)c2cc(OC)c(OC)c(OC)c2)n1
 : · | -3.2%
> C/C=C/c1ccc(OCC(O)CN2CCCCCCC2)c(OC)c1 (stereo not given)
 : -9 | -3.8%
> CC(=O)Oc1ccc(/C=C2\N=C(C3CCCCC3)OC2=O)cc1
 : -5 | -6.0%
> O=C(CN1CCN(C(=O)c2ccccc2F)CC1)Nc1ccc(Br)cc1
 : 10 | 0.6%
> CCOc1ccccc1N(CC(=O)Nc1c(C)n(C)n(-c2ccccc2)c1=O)S(=O)(=O)c1ccccc1
 : -9 | -1.8%
> CCNC(=O)CC1C(=O)N(c2ccc(OC)cc2)C(=O)N1Cc1ccc(OC)cc1 (stereo not given)
 : 1 | 0.9%
> CC1(C)C2CCC1(C)C(Nc1ccccc1)C2 (stereo not given)
 : 14 | -1.0%
> CCOc1ccc(C(=O)NCC2CCCO2)cc1 (stereo not given)
 : 5 | -2.7%
> Cc1cccc(N(CC(=O)NCc2ccc(F)cc2)C(=O)c2csnn2)c1C
 : · | -1.1%
> Cc1ccc(NC(=O)C(CC(C)C)NC(=O)C2CCC(C)CC2)nc1 (stereo not given)
 : -9 | 5.0%
> CC(NC(=O)Cc1cccs1)c1ccccc1 (stereo not given)
 : 8 | 3.7%
> Cc1cc(C)n(CCCNC(=O)c2ccc3c(c2)NC(=O)CS3)n1
 : 5 | 3.1%
> Cc1ccc(CNC(=O)CN(c2cccc([N+](=O)[O-])c2)S(C)(=O)=O)cc1
 : · | 2.6%
> O=C(Cc1cccs1)N1CCN(c2nc(-c3ccc(Cl)cc3)cs2)CC1
 : · | 0.1%
> COc1ccc(-c2nnc(-c3ccc(OCC(C)C)cc3)o2)cc1
 : 31 | -1.5%
> c1ccc(-n2ncc3c(N4CCCC4)ncnc32)cc1
 : 8 | 0.7%
> N#C/C(=C\c1cc2ccccc2nc1N1CCOCC1)C(=O)Nc1ccc(N2CCOCC2)cc1
 : 6 | -7.8%
> CC(C)CC(NC(=O)c1ccccc1NC(=O)c1ccccc1)C(=O)O (stereo not given)
 : -7 | -2.8%
> O=C(O)c1ccccc1SCc1nc2ccccn2c1Br
 : -4 | -1.8%
> CCOC(=O)C1=C(C)NC(=O)NC1c1ccc(Br)s1 (stereo not given)
 : · | -6.6%
> S=c1[nH]nc(Cc2ccccc2)n1-c1cccc2ccccc12
 : · | 2.8%
> C=CCn1c(COc2cccc3cccnc23)nnc1SCC(=O)O
 : 8 | 0.3%
> Cc1cc(C)nc(Nc2nc3ccccc3[nH]2)n1
 : 10 | -4.9%
> COc1ccc(C(=O)/C=C/c2ccccc2OC)c(OC(=O)c2ccc([N+](=O)[O-])cc2)c1
 : · | 7.6%
> CCCn1c(=O)c2ccccc2n2c(SCCOc3ccccc3F)nnc12
 : -7 | 4.1%
> CCC(=O)N1C(C(=O)NCc2ccc(OC)cc2)CSC1c1ccc(OC)cc1 (stereo not given)
 : -5 | 4.8%
> CCOc1ccc(-c2nnn(CC(=O)N3CCN(c4ccc(OC)cc4)CC3)n2)cc1OCC
 : -7 | 1.4%
> O=C(CCc1nnc(-c2ccc(-c3ccccc3)cc2)o1)N1CCCCC1
 : · | -7.2%
> CS/C(=C\[N+](=O)[O-])Nc1ccc(C)cc1
 : 1 | ·
> CC(=O)N1CCN(c2ccc([N+](=O)[O-])cc2)CC1
 : 15 | -5.6%
> Cc1cc(NC(=O)CSc2ncnc3ccccc23)no1
 : 5 | 7.2%
> CCCNC(=O)C1CC(c2ccc(C(F)(F)F)cc2)=NO1 (stereo not given)
 : · | -2.9%
> c1ccc(Nc2nc3ccccc3n3cnnc23)cc1
 : -10 | 3.3%
> CSc1nnnn1-c1cccc(O)c1
 : -1 | 4.2%
> c1ccc(-n2cnc3cc(NCc4ccncc4)ccc32)cc1
 : 20 | 1.1%
> Cc1nc(Cl)c(C#N)c2c1CCCC2
 : · | 0.6%
> COc1ccc(C2=C(Nc3ccccc3)c3ccccc3C2=O)cc1
 : 4 | -3.4%
> CCOc1ccc(NC(=O)c2ccc(F)cc2F)cc1
 : · | -0.1%
> N#Cc1c(NC(=O)CCCC(=O)O)sc2c1CCCCC2
 : -5 | -6.3%
> CCOC(=O)N1CCN(C2CC(=O)N(c3ccccc3)C2=O)CC1 (stereo not given)
 : 2 | -5.1%
> Cc1ccc(N(C(=O)Cc2cccs2)C(C(=O)NCC2CCCO2)c2ccncc2)cc1 (stereo not given)
 : 4 | 1.6%
> O=C(NN1CCOCC1)c1cc(-c2ccncc2)nc2ccccc12
 : 4 | -8.4%
> CCC(=O)Nc1cc(C(F)(F)F)ccc1N1CCCC1
 : -9 | 5.9%
> COc1ccc2c(=O)cc(-c3ccccc3F)oc2c1
 : 6 | 2.3%
> Cc1ccc2nc(Cl)c(/C=C/C(=O)c3ccco3)cc2c1
 : 9 | 6.7%
> Cc1ccc(Cl)cc1N1CCN(S(=O)(=O)c2ccc3c(c2)oc(=O)n3C)CC1
 : · | -5.7%
> COC(=O)C(CC(=O)O)NCc1ccco1 (stereo not given)
 : 5 | 3.1%
> N#CC1=C2N=C(N)c3ccccc3N2C2=C(C(=O)CCC2)C1c1ccc(Cl)cc1 (stereo not given)
 : · | 5.3%
> CCOc1ccc(OCC(O)CNC2CCN(Cc3ccccc3)CC2)cc1 (stereo not given)
 : 13 | -3.6%
> Cc1noc(C)c1COc1cccc(C(=O)NCc2ccccc2Cl)c1
 : 13 | 2.1%
> COc1cccc(C(=O)OCC(=O)NCCc2ccccc2)c1OC
 : 7 | 6.4%
> CC(=O)NC(Cc1c[nH]c2ccccc12)C(=O)OCC(=O)N1CCCCCC1 (stereo not given)
 : · | -4.4%

Molecules above with a cyano group (four):
Value order – Mtb RmlCD inh | M. tuberculosis GlmU
> N#C/C(=C\c1cc2ccccc2nc1N1CCOCC1)C(=O)Nc1ccc(N2CCOCC2)cc1
 : 6 | -7.8%
> Cc1nc(Cl)c(C#N)c2c1CCCC2
 : · | 0.6%
> N#Cc1c(NC(=O)CCCC(=O)O)sc2c1CCCCC2
 : -5 | -6.3%
> N#CC1=C2N=C(N)c3ccccc3N2C2=C(C(=O)CCC2)C1c1ccc(Cl)cc1 (stereo not given)
 : · | 5.3%

Following part
Value order – Mtb RmlCD inh | M. tuberculosis GlmU
> O=C(COc1ccccc1)NCC(=O)Nc1cccc2ccccc12
 : 11 | -0.7%
> O=C(COC(=O)Cc1ccsc1)Nc1ccc(Cl)c(S(=O)(=O)N2CCOCC2)c1
 : 0 | 6.1%
> CCOc1ccc(-n2c(C)cc(C(=O)NS(=O)(=O)c3ccc(C)cc3)c2C)cc1
 : -5 | -0.8%
> Cc1ccc(S(C)(=O)=NC(=O)c2cc(C)on2)cc1 (stereo not given)
 : 3 | 2.7%
> CCOc1ncnc2c1sc1nc(C)cc(C)c12
 : -1 | -3.2%
> Cc1cc(C)nc(/N=C(\N)Nc2ccccc2-c2ccccc2)n1
 : 7 | -3.9%
> O=C(CC(c1ccccc1)c1ccccc1O)NCc1ccccc1 (stereo not given)
 : -13 | -3.5%
> O=C1CC(Cc2ccccc2)C(=O)N1Cc1ccco1 (stereo not given)
 : 0 | 3.5%
> CC1=CC(=C2C(=O)NC(=S)NC2=O)C=C(C(F)(F)F)N1CCc1ccccc1
 : -52 | -1.8%
> CC(NC(=O)c1ccc(S(=O)(=O)C(F)F)cc1)c1ccccc1 (stereo not given)
 : 8 | 1.6%
> O=c1[nH]c2ccccc2nc1/C=C/c1ccc(O)cc1
 : -11 | 1.8%
> Cc1cccc(C)c1NC(=O)CSC(=O)c1sc2ccccc2c1Cl
 : 6 | 2.7%
> COc1ccc2nc(SCC(=O)N3CCN(c4ccc(F)cc4)CC3)c(C#N)cc2c1
 : · | 2.6%
> COc1ccc(C(C(=O)NC2CCCCC2)N2CCC3(CC2)OCCO3)cc1 (stereo not given)
 : 1 | 3.8%
> CCOC(=O)C1=C(NC(=S)NC(=O)c2ccccc2)c2ccccc2CC12CCCC2
 : 10 | -2.5%
> CC(C)C(NC(=O)c1ccccc1)C(=O)NCCc1ccccc1 (stereo not given)
 : -4 | 0.9%
> COc1cc(OC)c2ccc(=O)oc2c1C(CCN1CCCC1)c1ccc(N(C)C)cc1 (stereo not given)
 : -11 | 6.8%
> COc1ccc(CCNC(=O)CSc2nnc(Cc3csc(N)n3)n2C)cc1OC
 : -10 | -2.6%
> COC(=O)C1=C(C)NC(C)=C(C(=O)OC)C1c1ccccn1
 : -4 | 4.6%
> O=C(O)Cn1nc2ccccc2n1
 : 12 | 1.2%
> O=S(=O)(c1ccc(S(=O)(=O)N(Cc2cccs2)CC2CCCO2)cc1)N1CCCCC1 (stereo not given)
 : · | 1.5%
> COC(=O)Nc1ccc(S(=O)(=O)N2CCCC(C(=O)N3CCC(C)CC3)C2)cc1 (stereo not given)
 : 30 | -2.8%
> COc1ccc2c(c1)c1ccc3c(c1n2C)C(=O)C=CC3=O
 : -10 | -0.3%
> Cc1ccc(COc2cccc3c2CCN(Cc2ccc(F)cc2)C3=O)cc1
 : 11 | -3.4%
> O=C(CSc1ncn(-c2ccccc2)n1)Nc1nc2ccccc2s1
 : · | -0.5%
> COc1ccc(C(=O)CSc2nnc(CN3CCCCC3)n2-c2ccc(Cl)cc2)cc1OC
 : · | -3.1%
> COc1ccc(CNC(=O)CSc2nnc(C)c(=O)[nH]2)cc1
 : 7 | 0.5%
> CN(CC(=O)NCc1cccnc1)S(=O)(=O)c1ccc2c(c1)c(=O)n(C)c(=O)n2C
 : 10 | 2.3%
> CCOc1cc(/C=C(\C#N)C(N)=O)ccc1OS(=O)(=O)c1ccccc1
 : 2 | 8.3%
> COc1cccc2cc(C(C)N(CCCN3CCOCC3)C(=O)Nc3ccc(Cl)cc3)oc12 (stereo not given)
 : -4 | -0.3%
> Cc1nn(C)c(C)c1Sc1ccccc1N
 : -11 | 1.7%
> NS(=O)(=O)c1ccc(CCNC(=O)C2CCN(S(=O)(=O)c3ccc(Br)s3)CC2)cc1
 : 2 | 0.5%
> COc1ccc(/C=C2\SC(=S)N(CCC(=O)NC3=NCCS3)C2=O)cc1OC
 : 15 | -4.2%
> Cc1ccc(-n2nnc3c(=O)n(CC(=O)N4CCCC4)cnc32)cc1
 : 75 | 3.3%
> Cc1cc(=O)oc2cc(OCC(=O)N3CCN(C(=O)c4ccco4)CC3)ccc12
 : -11 | 3.9%
> COc1ccc(S(=O)(=O)NCC(=O)N(CC(=O)NCC2CCCO2)c2c(C)cccc2C)cc1 (stereo not given)
 : · | 0.2%
> COC(=O)[C@H](Cc1c[nH]c2ccccc12)NC(=O)Nc1ccccc1OC
 : 11 | 2.4%
> COc1cccc(CC(NC(C)=O)C(=O)NC2CCN(S(=O)(=O)c3ccc(F)cc3)CC2)c1OC (stereo not given)
 : -12 | 2.6%
> O=C1NC(=Nc2ccc(Cl)cc2)SC1Cc1cc(Cl)ccc1Cl (stereo not given)
 : 11 | -5.9%
> CCC(C)NC(=O)CN(C)S(=O)(=O)c1ccc2c(c1)c(=O)n(C)c(=O)n2C (stereo not given)
 : 15 | 1.6%
> CCOC(=O)C(=O)Nc1cc([N+](=O)[O-])ccc1C
 : · | 3.8%
> CCCc1oc2c(c(=O)c1CC)C(=O)CC(C)(C)C2
 : 14 | 4.2%
> CN1CCN(C(=O)c2ccc(Cl)c(S(=O)(=O)N3CCCCCC3)c2)CC1
 : 23 | -0.7%
> COc1cccc(C2c3c(C)nn(-c4ccc([N+](=O)[O-])cc4)c3N=C3C(=O)Nc4ccccc4N32)c1 (stereo not given)
 : 3 | -1.1%
> CCCCC(O)(CCCC)C(=O)NN(C(=O)c1cccnc1Cl)c1ccccc1
 : -11 | 3.1%
> O=C(COc1c(CO)cc(Br)cc1CO)NC1CCCc2ccccc21 (stereo not given)
 : 0 | 6.9%
> O=C(Cn1cccc1C(=O)c1ccccc1)NCc1ccco1
 : -4 | -0.6%
> CCOC(=O)/C=C/C(=O)OCC(=O)Nc1cccc(Cl)c1Cl
 : -1 | 3.6%
> C(=N\Nc1ccc2ccccc2n1)/c1ccc2c(c1)OCCO2
 : -8 | -4.3%
> Cc1ccccc1Cn1cc(NC(=O)c2cc(-c3cccs3)on2)cn1
 : 10 | 1.2%
> COc1cc(/C=C2/CC/C(=C/c3ccc(O)c(OC)c3)C2=O)ccc1O
 : -10 | -1.0%
> CCOc1cccc(-c2cc(C(=O)NN)[nH]n2)c1
 : 18 | 8.0%
> CCOc1ccccc1NC(=O)C(=O)N/N=C/c1cc(Br)ccc1O
 : -6 | 0.0%
> CCOC(=O)N1CCN(C(=S)Nc2ccc(C)cc2)CC1
 : -1 | 9.9%
> CN(C)c1nc(N)nc(-c2nc3ccccc3s2)n1
 : 3 | 2.0%
> O=C(c1cc2ccccn2n1)N1CCC2(CC1)OCCO2
 : -13 | 1.8%

A portion of the library (hit frequency here may not be typical).
